# CHRM5 antagonist: CHRM5 antagonism in calcium assay | CHO-hM5 cells, Fluo-8 calcium fluorescence, ACh EC80 | AID 624040 | 360,000 tested, 0.59% active | inhibition, % at 3 µM | P08912;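 active means inhibition above a per-plate cutoff, the mean of that plate's test compounds plus 3 SD, cut at about 27% in these data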;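 further: 0% = acetylcholine EC80 with DMSO and 100% = DMSO without agonist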
# Target sequence (P08912 whole entry, looked up): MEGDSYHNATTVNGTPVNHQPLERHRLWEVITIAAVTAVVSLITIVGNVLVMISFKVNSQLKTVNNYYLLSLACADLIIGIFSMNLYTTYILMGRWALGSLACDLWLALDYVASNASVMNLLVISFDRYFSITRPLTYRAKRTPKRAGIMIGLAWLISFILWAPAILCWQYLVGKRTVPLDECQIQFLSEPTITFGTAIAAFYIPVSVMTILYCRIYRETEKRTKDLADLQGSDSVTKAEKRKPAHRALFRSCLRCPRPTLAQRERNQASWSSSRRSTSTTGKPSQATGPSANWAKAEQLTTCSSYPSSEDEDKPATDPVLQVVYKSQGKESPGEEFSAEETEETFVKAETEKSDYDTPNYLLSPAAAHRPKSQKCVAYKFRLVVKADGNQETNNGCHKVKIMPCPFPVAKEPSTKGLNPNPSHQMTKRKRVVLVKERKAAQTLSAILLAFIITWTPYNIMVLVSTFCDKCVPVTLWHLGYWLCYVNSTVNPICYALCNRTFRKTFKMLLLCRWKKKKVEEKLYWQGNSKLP
# M1 PAM: positive allosteric modulators of human M1 muscarinic receptor; AID 588819; 360,000 tested, 0.088% active; CHO-K1 hM1, Fluo-8 calcium fluorescence, ACh EC20; 0% = ACh EC20, 100% = maximal ACh; activation, % at 3 µM; in the data active means activation above about 19%, passing the limit was not always enough
# M4 ag: agonists of human muscarinic M4 receptor (CHRM4); CHO-K1 hM4/Gqi5, Fluo-8 calcium fluorescence; vehicle 0%, full acetylcholine response 100%; AID 624127; activation, % at 3 µM; P08173; 360,000 tested, 0.14% active;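 active means activation above the run mean over all test wells plus 3 SD, cut at about 32% in these data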;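 further: peak over basal fluorescence ratio per well then scaled between controls; 0% = DMSO wells and 100% = acetylcholine at EC100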
# Target sequence (P08173 whole entry, looked up): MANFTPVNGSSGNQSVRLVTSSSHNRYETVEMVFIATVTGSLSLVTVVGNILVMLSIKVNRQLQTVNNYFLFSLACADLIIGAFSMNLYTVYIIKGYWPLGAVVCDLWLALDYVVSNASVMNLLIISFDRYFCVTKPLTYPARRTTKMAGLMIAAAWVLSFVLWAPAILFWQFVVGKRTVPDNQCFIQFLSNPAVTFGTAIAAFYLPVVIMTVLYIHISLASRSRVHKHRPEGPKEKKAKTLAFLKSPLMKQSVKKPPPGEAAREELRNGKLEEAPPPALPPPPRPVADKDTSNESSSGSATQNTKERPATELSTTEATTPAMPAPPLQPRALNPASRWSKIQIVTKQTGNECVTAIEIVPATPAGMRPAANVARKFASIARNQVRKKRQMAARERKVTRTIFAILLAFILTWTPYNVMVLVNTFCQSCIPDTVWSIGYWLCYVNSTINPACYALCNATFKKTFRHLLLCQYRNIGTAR
# CHRM1 antagonist: human CHRM1 antagonism | P11229 | 360,000 tested, 1.3% active | CHO-K1 hM1, Fluo-8 calcium fluorescence, ACh EC80 antagonist | inhibition, % at 3 µM;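 active means percent inhibition above its own plate's cutoff, namely the mean of that plate's compound wells plus 3 SD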;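 further: peak over basal fluorescence ratio during 140 s after agonist addition; 0% = ACh EC80 plus DMSO and 100% = DMSO alone without agonist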
# CRFR2-BP ag: CRF-BP/CRF-R2 complex agonism. HEK293 CRF-R2/CRF-BP, calcium dye fluorescence (FLIPR); percent of saturating CRF peptide response. activation, % at 13.2 µM. 350,000 tested, 0.46% active. AID 588473;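 active means activation of at least 50%, plus an integration ratio under a set limit after plate pattern correction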;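 further: plate controls were neutral control wells without compound for no effect and CRF at EC100 for full effect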
# M4 PAM: potentiates acetylcholine response at human M4 receptor; CHO-K1 hM4/Gqi5, Fluo-8 calcium fluorescence, ACh EC20; 0% = ACh EC20, 100% = maximal ACh; activation, % at 3 µM; 360,000 tested, 0.4% active; AID 624126;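 active means activation above its plate's cutoff, the mean activation of sample wells plus 3 SD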; further: some results filed as inactive read as strong as hits
# CHRM5 PAM: potentiates acetylcholine response at human M5 receptor; P08912; CHO-K1 hM5, Fluo-8 calcium, ACh EC20 PAM; 0% = ACh EC20, 100% = ACh EC100; activation, % at 3 µM; 360,000 tested, 0.3% active;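 active means activation above the run cutoff, the mean activation of all test compounds plus 3 SD, cut at about 18% in these data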
#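 Assay system: CHO-K1 hM5 cells / Incubation: Fluo-8 loading 80 min at 37 °C plus 30 min room temperature / Technique: Fluo-8 calcium dye fluorescence, kinetic read / Repeats: single replicate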
# M4 antag: antagonists of human muscarinic M4 receptor (CHRM4); P08173; AID 624125; 360,000 tested, 0.73% active; CHO-hM4 cells, ACh EC80, Fluo-8 calcium fluorescence; inhibition, % at 3 µM;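 active means inhibition above its plate's cutoff, the mean inhibition of sample wells plus 3 SD, cut at about 27% in these data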;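 further: 0% = acetylcholine EC80 with DMSO and 100% = DMSO without agonist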
# CHRM5 agonist: CHRM5 agonism in calcium assay; CHO-K1 hM5 cells, Fluo-8 calcium fluorescence; 0% DMSO wells, 100% maximal acetylcholine response; AID 624037; activation, % at 3 µM; 360,000 tested, 0.19% active; P08912;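 active means activation above the run's mean over test compounds plus 3 SD, cut at about 23% in these data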;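 further: signal is peak over basal fluorescence ratio across the kinetic read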
# Numbers without * were called inactive; x = not tested or not shown.
CHRM5 antagonist	M1 PAM	M4 ag	CHRM1 antagonist	CRFR2-BP ag	M4 PAM	CHRM5 PAM	M4 antag	CHRM5 agonist	SMILES
2	0	6	-8	-0.6	-2	-7	-6	0	O=C(NC(=S)Nc1ccccc1N1CCOCC1)c1cccs1
3	7	0	-4	-0.1	0	0	8	-3	COc1ccc(C)cc1-n1nc2ccccc2n1
10	-2	0	16	1.8	-5	-10	9	-4	Cc1ccccc1-c1nc(S(=O)(=O)c2ccc(Br)cc2)c(NCc2cccnc2)o1
5	4	2	-9	1.3	1	-2	-1	0	COc1cccc(/C=C/C(=O)N2CCN(c3n[nH]c(=O)[nH]c3=O)CC2)c1OC
6	2	0	2	-1.5	3	3	-12	4	O=C(OCc1nc2ccccc2s1)c1ccccc1O
-2	24	1	-29	1.9	10	10	-2	0	CCc1nc(N)nc2c1C(=O)CC(C)(C)C2
11	1	1	-11	0.6	3	6	1	-1	O/N=C(/Cc1ccccn1)c1ccccc1
-14	4	7	-3	0.6	-2	-4	-18	-2	COc1cc(OC)c(NC(=O)Cc2ccc(OC)c(S(=O)(=O)N3CCOCC3)c2)cc1Cl
9	-3	0	-15	-0.6	7	-8	-12	-2	COc1ccc([C@H](C)NC[C@H](O)c2ccc(O)c(NC=O)c2)cc1
5	2	1	2	-1.3	5	0	-8	3	COc1ccc(COC(=O)CCN=C2NS(=O)(=O)c3ccccc32)cc1F
-5	7	0	-5	1.2	-3	2	1	0	CC1CCCC(NC(=O)COC(=O)c2ccc(N(C)C)cc2)C1C (centres undefined)
4	1	0	0	0.1	2	-1	-8	2	CC(=O)N1CC=CC1(CC(C)C)C(=O)NCCN1CCOCC1 (centres undefined)
8	4	2	-1	1.4	17	-2	7	-1	CC1(C)Cc2c(C#N)c(SCC(=O)c3ccccc3)nc(N3CCOCC3)c2CO1
-16	7	2	-16	1.4	3	18	-2	0	C/C(Cn1nnc([N+](=O)[O-])n1)=N\NC(=O)c1ccccc1O
-1	3	4	0	-1.2	3	8	-8	-2	CC(C)NC(=O)c1ccc2c3n(nc2c1)-c1ccc(Cl)cc1CO3
-3	-3	1	0	-0.9	-4	3	-1	0	CCN(Cc1ccccc1)C(=O)c1c[nH]c2ccc(S(=O)(=O)N(C)CCC#N)cc2c1=O
-7	8	0	-6	0.2	-4	0	-4	2	O=C(c1cccc(S(=O)(=O)N2CCOCC2)c1)N1CCOCC1
-1	3	0	1	0.3	-1	8	2	3	CC(OC(=O)CC1CCCC1)C(=O)Nc1ccc(S(N)(=O)=O)cc1 (centres undefined)
-1	11	2	-4	2.4	8	11	-1	4	O=C(CSc1nc(O)cc(=O)n1-c1ccccc1)c1ccc(Br)cc1
27	-2	9	0	-7.2	-9	-9	-1	-3	Cc1ccc([N+](=O)[O-])cc1NC(=O)CN(C)CCOc1ccccc1
-3	1	-2	1	1.0	6	3	14	-6	O=C(Nc1scc(-c2ccc(F)cc2)c1C(=O)O)c1ccco1
-5	9	0	-8	-1.0	6	2	-3	2	CC(=O)Nc1c(C(=O)O)[nH]c2ccccc12
5	-7	2	21	-0.4	-6	-5	8	-1	N/C(=N\OC(=O)c1cccc(Cl)c1)c1cccnc1
3	11	0	-16	0.0	5	1	1	1	CCC(C)N(C(=O)COC(=O)c1cc([N+](=O)[O-])ccc1N1CCOCC1)C1CCS(=O)(=O)C1 (centres undefined)
4	8	1	-14	-0.6	6	5	-7	4	CN(C(=O)COC(=O)C1CCN(S(=O)(=O)c2ccc(Cl)cc2)CC1)C1CCS(=O)(=O)C1 (centres undefined)
-1	-3	0	11	3.1	1	-2	-5	-6	COc1ccc(C(=O)NC(Cn2ccnc2)C(C)(C)C)cc1OC1CCN(C(C)C)CC1 (centres undefined)
-7	-7	0	-1	1.2	-6	4	-4	-6	COc1ccc(NC(=O)Nc2cccc(Cl)c2Cl)c(OC)n1
-8	4	1	-9	-1.3	6	1	-21	-1	COc1ccccc1CCNC(=O)C1CC(=O)N(c2ccccc2F)C1 (centres undefined)
-3	0	2	12	-2.8	8	7	-6	-1	O=C1c2ccccc2C(=O)N1CSc1ncccn1
-3	4	2	-4	x	1	-5	-8	2	CC(C)N(C)c1ncnc2c1ncn2[C@H]1CN(Cc2ccccc2)C[C@@H](CO)O1
-1	7	8	-4	-1.3	-2	4	-2	0	OCCOCCn1c(CCNc2nc(-c3ccc(F)cc3)cs2)nc2cc(C(F)(F)F)ccc21
-5	-4	0	10	0.1	2	2	0	-1	O=C(NC1=NCCS1)c1ccncc1
10	4	1	-7	-0.2	-1	3	3	-4	CCCS(=O)(=O)c1c(S(=O)(=O)CCC)c2cnccn2c1C(=O)c1ccc(Cl)cc1
-4	0	1	-7	-2.0	0	-2	-7	-4	Cc1cc(C)n(C(=O)CNC(=O)c2cccc(Cl)c2)n1
11	-2	0	4	-1.1	0	0	6	-5	CCCC[n+]1ccn(-c2nc3c([N+](=O)[O-])cccc3n2C)c1
14	1	6	6	0.7	-3	-13	-4	1	COc1cc(/C=N/NC(=O)c2sc(N)c(C#N)c2C)ccc1O
-3	6	0	1	-0.9	16	4	11	0	C[C@H](NC(=O)NC1CCCc2ccccc21)C(=O)O (some centres undefined)
4	0	4	0	0.3	-6	-6	4	-3	COc1ccc(-c2[nH]ncc2/C=N/NC(=O)c2ccc(Br)cc2)c(OC)c1
4	2	1	-2	2.3	6	2	-15	1	Cc1cccc(C(=O)NCC(=O)OCC(=O)NCCNC(=O)COC(=O)CNC(=O)c2cccc(C)c2)c1
5	5	0	-8	1.0	9	-4	-18	-2	COc1ccc(CCC(=O)NCc2ccccc2OC)cc1
-20	7	1	-10	1.8	6	8	-10	-4	COc1ccc(C(CNS(=O)(=O)c2ccc(F)cc2)N2CCN(C)CC2)cc1 (centres undefined)
-6	14	2	-4	-0.5	3	14	3	1	O=C(CNc1ccc2ccccc2c1)N/N=C/c1ccc(C(=O)O)cc1
-2	4	1	2	-5.9	0	0	3	1	CC(=O)Nc1ccccc1OCC(=O)N(Cc1ccccc1)C(C)C
1	7	-1	-12	-1.4	-6	-1	3	-3	CSCC[C@H](NC(=O)OC(C)(C)C)c1nnc(SCC=C(C)C)o1
0	-4	1	-4	3.2	1	4	-1	0	O=C(CN(Cc1ccc(Cl)c(Cl)c1)S(=O)(=O)c1ccccc1)N/N=C\c1ccc2c(c1)OCO2
-6	6	2	-20	-1.1	0	2	-18	-2	O=C(CSc1ccc(Cl)cc1)Nc1nnc(-c2cccc([N+](=O)[O-])c2)s1
7	7	3	-9	3.5	1	1	-10	-2	Cc1ccc(C(=O)Nc2nnc(S(=O)(=O)N3CCN(c4ccc(F)cc4)CC3)s2)cc1
8	2	-2	0	0.3	5	-9	2	-5	CCOC(=O)c1c(CC(C)C)csc1NC=O
2	-11	3	22	x	0	1	7	4	CS(=O)(=O)c1ccc(Nc2nc(C(N)c3ccccc3Cl)cs2)cc1 (centres undefined)
-7	1	1	-3	3.9	-2	4	3	2	COC(=O)C1CC(=O)N(Cc2ccccc2)C1 (centres undefined)
-3	-7	9	7	0.7	1	-4	-7	-2	Cc1nc(N2CCN(C(=O)c3ccco3)CC2)c2c3c(sc2n1)CCCC3
1	-1	0	0	-0.2	-6	-1	4	-4	COc1ccc(NC(=O)CN2CCN(c3ccc(F)cc3)CC2)cc1
5	4	3	-4	-2.3	-4	6	4	-5	Cc1cc(Br)ccc1NC(=O)CNC(=O)Cc1ccc(S(=O)(=O)N2CCOCC2)s1
-2	6	3	-1	-1.6	1	0	1	-1	Cc1ccccc1NC(=O)Nc1ccccc1C(N)=O
4	2	1	-2	-0.6	-10	-4	-1	0	NC(=O)c1nn(-c2ccccc2)nc1NC(=O)CN1CCOCC1
10	11	0	-20	-0.5	1	0	2	-3	CCCCCC(=O)N1CC2(C)CN(C(=O)CCCCC)CC(C)(C1)C2=O
-6	-1	1	-4	2.5	5	9	-22	1	NC(=O)NC1(C(=O)O)CCCC1
-14	2	1	-4	0.9	-2	1	-12	1	NC(=O)c1ccc(NC(=O)COC(=O)c2ccccc2Nc2ccccc2)cc1
2	2	2	-2	-0.3	4	-4	-5	-3	CCCOc1ccc(N2C(=O)CC(NNC(=O)c3ccc(COc4ccccc4)o3)C2=O)cc1 (centres undefined)
-3	8	2	-11	2.2	8	4	6	0	CCOc1ccc(Nc2oc(-c3cccc(Cl)c3)nc2C#N)cc1

# Continued:
CHRM5 antagonist	M1 PAM	M4 ag	CHRM1 antagonist	CRFR2-BP ag	M4 PAM	CHRM5 PAM	M4 antag	CHRM5 agonist	SMILES
-2	-1	2	2	-1.2	8	2	-7	-1	O=C(CSc1nc2ccccc2s1)NCCOc1ccccc1
-1	7	6	-5	0.7	4	6	-1	8	CC1CCCCC1NC(=O)NC(=O)COC(=O)C1=NN(c2ccccc2)C(=O)CC1 (centres undefined)
-8	0	6	-7	-0.9	5	1	-18	1	CCC(CC)NC(=O)COC(=O)c1ccc(OCc2ccc(C(C)=O)cc2OC)c(OC)c1
2	17	0	-8	-1.3	-1	2	0	-1	C[C@@H]1CN([C@H](C)CO)C(=O)CCCn2nncc2CO[C@@H]1CN(C)C(=O)OCc1ccccc1
11	16	0	-18	5.4	9	-3	1	-2	CCC(=O)NC1(C(F)(F)F)C(=O)Nc2c1c(=O)[nH]c(=O)n2CC(C)C (centres undefined)
-5	4	1	-17	0.8	3	1	-10	-2	C=CCc1cccc(OC)c1OCCOCCNCCO
9	12	0	-18	6.8	-1	-5	-1	-3	Cc1ccc(CNC(=O)C2CC(=O)N(CCC(C)C)C2)cc1 (centres undefined)
3	x	1	x	x	2	2	-4	-1	COc1ccc(C(=O)C[C@@H]2OC3CCCCC3N2S(=O)(=O)c2ccc(C)cc2)cc1OC (some centres undefined)
6	10	1	-4	0.4	6	7	19	3	C=CCC1(/C=N/O)CCOC(C)(C)C1 (centres undefined)
-1	-2	0	6	-0.3	3	0	9	0	COc1ccc(CCn2c(C)cc(C(=O)CSc3nnnn3-c3ccccc3)c2C)cc1
10	3	1	-7	0.2	2	-2	-2	-1	CCc1ccccc1N1C(=O)CC(Sc2nccc(C)n2)C1=O (centres undefined)
6	13	10	-10	1.6	10	-2	-22	0	Cn1c(=NN=Cc2ccccc2OCCO)sc2ccccc21
12	0	2	13	-0.9	10	0	3	-7	Cc1ccc(N/C=C2\CCCCC2=O)nc1
-1	7	1	-14	-2.5	0	3	-2	-7	O=C1C2CCCN2C(c2ccccc2F)N1c1ccc(Cl)cc1 (centres undefined)

# Reformatted tab-delimited: part of the list above.
mol	CHRM5 antagonist	M1 PAM	M4 ag	CHRM1 antagonist	CRFR2-BP ag	M4 PAM	CHRM5 PAM	M4 antag	CHRM5 agonist
COc1ccc(C(=O)C[C@@H]2OC3CCCCC3N2S(=O)(=O)c2ccc(C)cc2)cc1OC (some centres undefined)	3	x	1	x	x	2	2	-4	-1
C=CCC1(/C=N/O)CCOC(C)(C)C1 (centres undefined)	6	10	1	-4	0.4	6	7	19	3
COc1ccc(CCn2c(C)cc(C(=O)CSc3nnnn3-c3ccccc3)c2C)cc1	-1	-2	0	6	-0.3	3	0	9	0
CCc1ccccc1N1C(=O)CC(Sc2nccc(C)n2)C1=O (centres undefined)	10	3	1	-7	0.2	2	-2	-2	-1
Cn1c(=NN=Cc2ccccc2OCCO)sc2ccccc21	6	13	10	-10	1.6	10	-2	-22	0
Cc1ccc(N/C=C2\CCCCC2=O)nc1	12	0	2	13	-0.9	10	0	3	-7
